Source: PubChem BioAssay (Small Molecule Screening Facility, UW Madison)
RMI-FANCM inh: blocks RMI1/RMI2 complex binding to FANCM MM2 peptide; FP signal (polarization) at 33 µM; 70,000 compounds, 0.58% hits; Fluorescence polarization, RMI core complex with F-MM2 peptide; stronger effect = lower value; in the data active means FP signal below about 40; further: inactives centre near 61; strong numbers were not always called active; unit not given here
Starred values were filed as active, the others as inactive; & = joins results of further samples.

SMILES | RMI-FANCM inh
Cc1noc(NS(=O)(=O)c2ccc(NC(=O)c3sc4ccccc4c3Cl)cc2)c1C | 60
O=C(c1ccc(Nc2nc(-c3ccccc3)c3cc(Br)ccc3n2)cc1)N1CCCCC1 | 63
O=S(=O)(NCC1CCN(Cc2ccccc2)CC1)c1ccccc1 | 73
O=C(O)Cn1cncn1 | 63
O=C(Nc1ccc(N2CCCC2=O)cc1)c1ccco1 | 54
COc1ccc(-c2nnc3ccc(OCCNC(=O)c4cccc(Cl)c4)nn23)cc1 | 68
O=C(CCc1csc(NC(=O)NC2CCCCC2)n1)NCc1ccc2c(c1)OCO2 | 64
COc1ccccc1-c1cn[nH]c1-c1ccc(OCC=C(C)C)cc1O | 54
CCOC(=O)C1CCN(C(=S)NC2CC3C=CC2C3)CC1 (stereo not drawn) | 54
COc1ccccc1C1NC(C(=O)O)CS1 (stereo not drawn) | 60
COc1ccc(Nc2nc(NCCN3CCOCC3)nc(N)c2[N+](=O)[O-])cc1 | 54
O=C(NCC1CCCO1)NC(=O)c1ccccc1 (stereo not drawn) | 60
COc1cccc(CNC(=O)CCc2csc(NC(=O)c3ccc(=O)[nH]c3)n2)c1 | 62
N#C/C(=C\c1c(F)cccc1Cl)S(=O)(=O)Cc1ccco1 | 57
C=CCN1C(=O)C(C)(C)COc2ccc(NS(=O)(=O)c3ccc(OC)c(C)c3)cc21 | 68
O=C(C1CC1)N1CCc2ccc(NS(=O)(=O)c3cccs3)cc2C1 | 65
CC(=O)O/N=C(\N)c1csc([N+](=O)[O-])c1 | 48
Cc1cccc(N2CCN(S(=O)(=O)c3ccc(Cl)c4ccccc34)CC2)c1C | 58
CC(=O)Nc1ccc(SCCCC(=O)N2CCc3ccccc32)nn1 | 73
COc1nn(C)cc1C(=O)NCc1ccco1 | 58
Cc1ccc(N2CC(NC(=O)N3CCC(C(N)=O)CC3)CC2=O)cc1C (stereo not drawn) | 59
Cc1ccc(CNC(=O)Cn2cnc(-c3ccc(C)cc3)cc2=O)cc1 | 72
CCCCCCCCCCCCCCCCCCOC[C@H](COP(=O)([O-])OCC[N+](C)(C)C)OC | 54
Cc1cccc(S(=O)(=O)N2CCN(Cc3ccc4c(c3)OCO4)CC2)c1 | 60

Three entries from above, reformatted.
COc1nn(C)cc1C(=O)NCc1ccco1
  RMI-FANCM inh: 58

C=CCN1C(=O)C(C)(C)COc2ccc(NS(=O)(=O)c3ccc(OC)c(C)c3)cc21
  RMI-FANCM inh: 68

N#C/C(=C\c1c(F)cccc1Cl)S(=O)(=O)Cc1ccco1
  RMI-FANCM inh: 57

Later entries
SMILES | RMI-FANCM inh
CN(C)c1ccc(C=NS(=O)(=O)CCc2ccccc2)cc1 | 62
COc1cc(C)c(S(=O)(=O)N2CCN(C(=O)c3ccco3)CC2)cc1C | 63
C=CCN1C(=O)C(C)(C)COc2cc(NC(=O)OC)ccc21 | 66
Cc1cc(NC(=O)NCc2ccccc2)c(C(F)(F)F)o1 | 53
Cc1ccc(C(=O)Cn2nc(-c3cccs3)c3sc(N4CCOCC4)nc3c2=O)c(C)c1 | 65
Cc1nnsc1C(=O)NCCn1ncc2c(N3CCOCC3)ncnc21 | 66
CCCN1CCCc2cc(CCNS(=O)(=O)c3ccc(CC)cc3)ccc21 | 150
CCOc1cc(-c2nnc(NC(=O)c3ccc(Cl)cc3)o2)cc(OCC)c1OCC | 62
c1ccc(-c2nc(-c3cccnc3)n[nH]2)nc1 | 57
Cc1nn(C2CCS(=O)(=O)C2)c2nc(-c3ccco3)cc(C(=O)O)c12 (stereo not drawn) | 74
Cc1cc(Nc2ccc(S(=O)(=O)Nc3nccs3)cc2)c2ccc(C(F)(F)F)cc2n1 | 60
Cc1cc(O)c2c(CCl)cc(=O)oc2c1 | 69
Cc1cc(C)c(S(=O)(=O)Nc2ccc3c(c2)NC(=O)C(C)(C)CO3)c(C)c1 | 70
Cc1nn(-c2ccccc2)cc1/C=N\NC(=O)CN1c2ccccc2Sc2ccccc21 | 80
CCn1ccc(C(=O)Nc2ccccc2SC)n1 | 63
Cc1ccc(/C=C(/C#N)c2nc(-c3cccc([N+](=O)[O-])c3)cs2)o1 | 76
COc1cccc(Oc2c(C)oc3c4c(ccc3c2=O)OCN(Cc2ccccn2)C4)c1 | 54
CC(C)(C)c1ccc(S(=O)(=O)Nc2ccc(C(=O)Nc3ccncc3)cc2)cc1 | 74
CC(C)(C)OC(=O)CCNC(=O)Nc1cccc2ccccc12 | 50
O=C(NCCS(=O)(=O)N1CCN(c2ccc(F)cc2)CC1)c1ccc2c(c1)OCO2 | 52
O=C(Nc1sc2c(c1CN1CCN(Cc3ccc4c(c3)OCO4)CC1)CCC2)c1ccc(F)cc1 | 77
NNC(=O)c1nn(-c2ccccc2)c(=O)c2c(N)scc12 | 24*
COc1cc(OC)cc(C(=O)Nc2nnc(-c3cccc(SC)c3)o2)c1 | 63
Cc1ccn2c3c(c(C(=O)OCc4ccccc4)c2c1)C(=O)c1ccccc1C3=O | 63
COc1ccc(-c2noc(CN3N=NC4C(=O)N(c5cccc(Cl)c5)C(=O)C43)n2)c(OC)c1 (stereo not drawn) | 62
Nc1nc(-c2ccc(Cl)cc2)c(CC(=O)O)s1 | 62
COC(=O)c1c(NC(=O)c2ccc(-c3nc4ccccc4s3)s2)sc2c1CCN(Cc1ccccc1)C2 | -19
O=C(O)CSc1n[nH]c(-c2ccccc2)n1 | 55
COc1ccc(OC)c(NC(=O)c2ccccc2NC(=O)c2ccccc2)c1 | 55
Brc1ccc([C@H]2CN3CCSC3=N2)cc1 | 55
Cc1ccc(NS(=O)(=O)c2ccc(Cl)s2)cc1N1CCCC1=O | 54
Cc1nc([N+](=O)[O-])cn1Cc1ccc(F)cc1 | 51
O=S(=O)(CCN(Cc1cccs1)S(=O)(=O)c1ccc(Cl)cc1)c1ccc(Cl)cc1 | 57
CCc1ccc(-n2nnnc2SCC(=O)NCCSCc2ccco2)cc1 | 56
COc1ccc(CCS(=O)(=O)Nc2ccc3c(c2)CCC(=O)N3)cc1 | 66
Cc1ccc(S(=O)(=O)Nc2ccccc2C(=O)Nc2nc3c(C)ccc(Cl)c3s2)cc1 | 51
CC(C)c1ccc(CC(=O)Nc2nc3ccc(F)cc3s2)cc1 | 66
O=C(Cc1csc(Nc2cccc(C(F)(F)F)c2)n1)NCc1ccccn1 | 44
COc1ccc(C(=O)N2CCC(c3ccccc3OC)CC2)cc1 | 53
CC(=O)Nc1cccc(NC(=O)C(=O)NCCN2CCN(c3ccccc3)CC2)c1 | 66
O=C(NCCn1ncc2c(N3CCCC3)ncnc21)C1(c2cccs2)CCCC1 | 65
COc1ccccc1Oc1coc2c3c(ccc2c1=O)OCN(C1CCCC1)C3 | 63
COC(=O)c1ccc2c(=O)n(CCC(=O)N3CCN(c4cccc(C)c4C)CC3)c(=S)[nH]c2c1 | 63
CC1=C(C(=O)Nc2ccccc2C)C(c2ccc(C)o2)n2c(s/c(=C/c3cccs3)c2=O)=N1 (stereo not drawn) | 58
Nc1nc(-c2c(F)cccc2Cl)cs1 | 62
O=C(CCn1c(=S)[nH]c2ccccc2c1=O)NN1CCOCC1 | 57
C=CCNC(=O)C(=O)Nc1cc([N+](=O)[O-])ccc1C | 48
COc1ccc(Cl)cc1C(=O)NCC(c1ccc2c(c1)CCN2C)N(C)C (stereo not drawn) | 65
COc1coc(C(=O)N2CCN(c3ccccc3)CC2)cc1=O | 63
O=C(Oc1cc(=O)oc2c1c(=O)n1c3c(cccc23)CC1)c1ccc(F)cc1 | 55
O=C(COc1ccccc1F)NCCCn1nc(-c2ccc(Cl)cc2)ccc1=O | 63
Cc1c(C(=O)OCc2ccc(F)cc2)nnn1-c1cccc(F)c1 | 64
CCOC(=O)C(C(=O)C(F)(F)F)C(C)C(C(=O)OCC)C(=O)C(F)(F)F (stereo not drawn) | 56&54
COc1ccc(N2CCN(c3ncnc4c3cnn4CCNC(=O)C3CCCC3)CC2)cc1 | 62
Cc1[nH]c(=S)[nH]c(=O)c1CC(=O)O | 66
O=S(=O)(Nc1nc2ccccc2nc1NCc1ccc2c(c1)OCO2)c1cccs1 | 66
Cc1cc(N/C=C(\C#N)C(=O)c2ccc(Cl)cc2)no1 | 55
CCn1cc(-c2nnc(SCc3cccc4ccccc34)n2C)ccc1=O | 61
O=S(=O)(NCCCn1ccnc1)c1cccc2cnccc12 | 50
CCn1c(SCc2nc(-c3cccs3)no2)nc2ccccc2c1=O | 90

Grouped by structure, the compounds so far containing a cyano group.
SMILES | RMI-FANCM inh
N#C/C(=C\c1c(F)cccc1Cl)S(=O)(=O)Cc1ccco1 | 57
Cc1ccc(/C=C(/C#N)c2nc(-c3cccc([N+](=O)[O-])c3)cs2)o1 | 76
Cc1cc(N/C=C(\C#N)C(=O)c2ccc(Cl)cc2)no1 | 55

(list continues)
SMILES | RMI-FANCM inh
O=C(NC1CC(=O)N(c2ccc3c(c2)OCCO3)C1)N1CCN(c2ccccc2)CC1 (stereo not drawn) | 67
NC(=S)N/N=C1/CCc2ccccc21 | 61
O=C1/C(=C/c2ccco2)N=C(c2ccccc2)N1/N=C\c1ccc(F)cc1 | 55
O=C(Nc1ccc(SCC(=O)N2CCCC2)nn1)C1c2ccccc2Oc2ccccc21 | 50
COC(=O)C1=CN2c3ccccc3SC2(C(=O)OC)C(C(=O)OC)=C1C(=O)OC (stereo not drawn) | 57&53
COc1ccc2cc(Br)ccc2c1CCl | 61
O=C(Nc1nnc(-c2cccc(Cl)c2)o1)C1CC(=O)N(c2ccc(F)cc2)C1 (stereo not drawn) | 63
CCc1nc(-c2ccc(Cl)cc2)no1 | 55
CN(Cc1ccco1)S(=O)(=O)c1ccc(C(=O)Nc2nnc(-c3ccc4c(c3)OCCO4)o2)cc1 | 53
COc1ccc(-c2cc3c(SCC(=O)N4CCN(c5ccccc5F)CC4)nccn3n2)cc1 | 84
Cc1cc2n[nH]nc2cc1Cl | 52
Cc1ccnc(NC(=O)CN2C(=O)c3ccccc3S2(=O)=O)c1 | 53
NCCS(=O)(=O)O | 53
Cc1cc(C)c2nc(C)cc(NC(=O)c3ccco3)c2c1 | 62
COc1cc(OC)cc(-c2noc(Cn3cnc4c(nnn4Cc4cccc(C)c4)c3=O)n2)c1 | 89
NNC(=S)Nc1ccc(F)cc1F | 58
CC1=NN(c2ccccc2)C(=O)C1C(=O)c1ccc(S(=O)(=O)N2CCCCC2)cc1 (stereo not drawn) | 75
CCOc1c(C)cc(S(=O)(=O)Nc2ccc3c(c2)CCC(=O)N3Cc2ccccc2)cc1C | 68
O=C(Nc1ccc2c(c1)N(S(=O)(=O)c1cccs1)CCC2)c1ccccc1C(F)(F)F | 57
COc1cc2c(cc1OC)CN(C(=O)CSc1ncnc3sc(C)c(C)c13)CC2 | 72
O=C(Oc1ccccc1N1CCCCC1)c1ccc(Oc2cc(Cl)cc(Cl)c2)o1 | 58
COc1cc(S(=O)(=O)n2c([N+](=O)[O-])cnc2C)ccc1I | 78
O=C(CN1C(=O)c2ccccc2C1=O)c1ccc(Cl)c(Cl)c1 | 48
COc1ccc(Cn2cnc3c4cc(C)ccc4n(CC(=O)NCCC(C)C)c3c2=O)cc1 | 102

An excerpt from above in order of their number in RMI-FANCM inh, low to high.
SMILES | RMI-FANCM inh
O=C(Nc1ccc(SCC(=O)N2CCCC2)nn1)C1c2ccccc2Oc2ccccc21 | 50
Cc1ccc(NS(=O)(=O)c2ccc(Cl)s2)cc1N1CCCC1=O | 54
O=S(=O)(CCN(Cc1cccs1)S(=O)(=O)c1ccc(Cl)cc1)c1ccc(Cl)cc1 | 57
CN(C)c1ccc(C=NS(=O)(=O)CCc2ccccc2)cc1 | 62
Cc1ccn2c3c(c(C(=O)OCc4ccccc4)c2c1)C(=O)c1ccccc1C3=O | 63
Cc1cc(C)c(S(=O)(=O)Nc2ccc3c(c2)NC(=O)C(C)(C)CO3)c(C)c1 | 70

Next compounds follow:
SMILES | RMI-FANCM inh
CC(=O)N[C@@H]1[C@@H](O)[C@H](O)[C@@H](CO)O[C@H]1O | 67
NC(=O)c1ccsc1NC(=O)CCCSc1ccc(F)cc1 | 125
O=C1CC(c2nc(-c3cccs3)no2)CN1Cc1ccc(F)cc1 (stereo not drawn) | 63
COc1ccc(/C=C/c2nc3ccccc3[nH]2)cc1 | 58
COc1cc(CN(C(=O)c2cccc([N+](=O)[O-])c2)c2cccc(F)c2)cc(OC)c1OC | 62
Cc1ccc(CNC(=O)Cn2cccc(-c3nc(-c4ccc(C)cc4)no3)c2=O)cc1 | 59
Cc1cn(S(=O)(=O)c2csc(Cl)c2Br)nc1-c1cccs1 | 66
O=C(c1ccno1)N(CCCN1CCOCC1)c1nc2c(F)cc(F)cc2s1 | 100
CCCCCC(O)C1C(=O)OC(C)C(O)/C=C/C=C/C=C/C=C/C=C(\C)C(O)CC(O)CC(O)CC(O)CC(O)CC(O)CC1O (stereo not drawn) | 57
C=CCNC(=S)Nc1cccc(NC(=O)CC(NCC(C)C)C(=O)O)c1 (stereo not drawn) | 55
C=CCn1c(=NC(=O)c2ccc(S(=O)(=O)N3CC(C)OC(C)C3)cc2)sc2cccc(OCC)c21 (stereo not drawn) | 70
NC(Cn1ccc(=O)c(O)c1)C(=O)O (stereo not drawn) | 54
O=C(Cc1ccc(F)cc1)Nc1nc(S(=O)(=O)Cc2ccccc2)ns1 | 52
CC(=O)Nc1cccc(NC(=O)CCc2csc(NC(=O)c3ccc(=O)[nH]c3)n2)c1 | 62
CSc1ncc(OCc2ccccc2)c(=O)[nH]1 | 59&57
Cc1cc(-c2n[nH]c(=S)n2C)nn1-c1ccc([N+](=O)[O-])cc1 | 54
S=c1[nH]nc(CN2c3ccccc3Sc3ccccc32)n1-c1ccc(Cl)cc1 | 57
Oc1ccc(O)cc1 | 56&59
O=C1CS/C(=N\N=C/c2cn(-c3ccccc3)nc2-c2ccccc2)N1 | 54
COc1ccc(-n2nnc(C(=O)OCc3cc(C)ccc3C)c2C)cc1 | 66
FC(F)(F)Oc1ccc(NCc2nnc(-c3ccccc3)o2)cc1 | 56
CCOc1ccc(-c2nc(COC(=O)c3nnn(-c4ccc(Cl)cc4)c3C)c(C)o2)cc1OC | 66
O=S(=O)(/C=C/c1ccccc1)N1CCN(c2ccccn2)CC1 | 62

The list is partial (hit frequency here may not be typical).
